Vif-APOBEC3F blk – qHTS for Inhibitors of Vif-A3F Interactions: qHTS | HeLa A3F-eYFP + Vif (tagged APOBEC3F with the HIV-1 protein that degrades it), YFP fluorescence increase | Potency, µM (doses to about 46.1 µM), without a hit: top-dose activity, negative = active | hit rate 0.2% among 390,000 | AID 602313, 2012; further: potency means the concentration at half of the fitted maximal effect; % of control where 0% means no effect; nearly all actives have a fitted effect of over 65% in size
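HeLa cells stably expressing A3F-eYFP plus Vif, plated and incubated overnight at 37 deg C, then exposed to compounds overnight at 37 deg C. Blocked degradation read as raised yellow fluorescence (Ex 488/Em 500-530).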
RXFP1 antag – qHTS Assay for Antagonists of the Relaxin Receptor RXFP1. activity change, negative = inhibition, % at 57.5 µM. AID 1259400, 2018. Relaxin receptor 1 (Homo sapiens), Q9HBX9. HEK293-RXFP1, relaxin-stimulated cAMP HTRF, 30 min; active compounds read low. hit rate 0.59% among 350,000;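 active means activity change of -60% or lower, but not beyond a set lower limit; inconclusive means change between -60% and -40%, or beyond the set limit; inactive means change above -40%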; further: on the % scale 0 is the no-effect control and ±100 the full control effect
D2 PAM – HTS Assay for Positive Allosteric Modulators of the Human D2 Dopamine Receptor: Primary Screen for Potentiators. hit rate 0.34% among 340,000. HEK293 T-REx D2, calcium flux, EC20 dopamine potentiation. potentiation, % at 10 µM. D(2) dopamine receptor (Homo sapiens), P14416;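 active means potentiation over 3 SD above the plate norm, cut at about 30% in these data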; further: 0% is about no effect
Target sequence (P14416 whole entry, looked up): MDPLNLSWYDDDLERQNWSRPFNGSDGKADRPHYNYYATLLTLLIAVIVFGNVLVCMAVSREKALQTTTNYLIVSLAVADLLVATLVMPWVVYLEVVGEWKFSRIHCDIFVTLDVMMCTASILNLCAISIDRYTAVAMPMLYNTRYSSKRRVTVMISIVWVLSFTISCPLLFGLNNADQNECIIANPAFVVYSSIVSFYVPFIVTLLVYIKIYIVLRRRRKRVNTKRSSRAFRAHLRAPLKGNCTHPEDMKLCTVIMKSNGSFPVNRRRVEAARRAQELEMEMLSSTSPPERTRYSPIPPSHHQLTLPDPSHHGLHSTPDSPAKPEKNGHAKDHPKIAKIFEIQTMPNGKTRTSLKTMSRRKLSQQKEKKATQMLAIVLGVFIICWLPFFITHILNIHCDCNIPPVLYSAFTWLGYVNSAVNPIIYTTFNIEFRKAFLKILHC
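Using a no-wash calcium dye in inducible, force-coupled HEK293 Trex cells expressing D2, we tracked fluorescence each second for 180 s after compound, then for 180 s after EC20 dopamine to detect augmented signalling.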
D1 antag – Antagonist of Human D 1 Dopamine Receptor: qHTS; HEK293 TREx D1 cells, calcium flux, dopamine EC80; active compounds read low; activity change, negative = inhibition, % at 10 µM; hit rate 3.2% among 360,000; AID 504652, 2011; in the data active means activity change below about -30%; further: on the % scale 0 is the no-effect control and ±100 the full control effect
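Tetracycline-induced HEK293 T-REx cells with force-coupled D1 receptor were loaded with a no-wash calcium dye. Compound was added after a 10 s baseline and read kinetically for 180 s; EC80 dopamine was then added and calcium flux followed another 180 s.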
Glioma ERSR ind – qHTS for Inducers of the Endoplasmic Reticulum Stress Response (ERSR) in Human Glioma: qHTS; U87-MG GRP78 promoter luciferase reporter, 16 h; Potency, µM, inactives show at the top dose activation, hits mostly activators; hit rate 0.02% among 420,000; further: potency means the concentration at half of the fitted maximal effect; series mostly up to about 76 µM; % of control where 0% means no effect; nearly all actives have a fitted effect of over 35% in size
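ERSR induction read as luciferase luminescence (Bright-Glo, 10 min at room temperature) in stably transfected human U87-MG glioma cells exposed to compounds for 16 h, using GRP78 as sensor.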
D1 PAM – Potentiators of Human D1 Dopamine Receptor: qHTS; HEK293 TREx D1 cells, calcium flux, dopamine EC20 potentiation; potentiation, % at 10 µM; hit rate 0.036% among 360,000; AID 504651, 2011; in the data active means potentiation above about 30%; further: 0% is about no effect
RXFP1 ag – qHTS Assay for Agonists of the Relaxin Receptor RXFP1 | Relaxin receptor 1 (Homo sapiens), Q9HBX9 | HEK293T-RXFP1 cAMP TR-FRET, 30 min; response scale: percent of porcine relaxin response, buffer zero | Potency, µM (doses to about 57.5 µM), for inactives: at the top dose activation, most hits filed as activators | hit rate 0.3% among 370,000 | AID 2676, 2010; further: potency means the concentration at half of the fitted maximal effect; on the % scale 0 is the no-effect control and ±100 the full control effect; nearly all actives have a fitted effect of over 60% in size; many of its hits are not listed in these tables
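Agonist response is measured as cAMP accumulation in an RXFP1-transfected HEK293T line under PDE4 inhibition. Values are scaled between buffer-only and 29 nM porcine relaxin, and EC50s come from standard Hill equation fits.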
Vif-A3G inh – qHTS for Inhibitors of Vif-A3G Interactions: qHTS | DNA dC->dU-editing enzyme APOBEC-3G (Homo sapiens), Q9HC16 | HeLa A3G-eYFP + Vif (tagged APOBEC3G with the HIV-1 protein that degrades it), YFP fluorescence, overnight | Potency, µM (doses to about 46.1 µM), inactives show top-dose activity, negative = active, actives largely listed as inhibitors | hit rate 0.076% among 410,000;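 further: potency means the concentration at half of the fitted maximal effect; on the % scale 0 is the no-effect control and ±100 the full control effect; nearly all actives have a fitted effect of over 60% in size; hits raise eYFP signal because A3G escapes Vif-driven loss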
Target sequence (Q9HC16 whole entry, looked up): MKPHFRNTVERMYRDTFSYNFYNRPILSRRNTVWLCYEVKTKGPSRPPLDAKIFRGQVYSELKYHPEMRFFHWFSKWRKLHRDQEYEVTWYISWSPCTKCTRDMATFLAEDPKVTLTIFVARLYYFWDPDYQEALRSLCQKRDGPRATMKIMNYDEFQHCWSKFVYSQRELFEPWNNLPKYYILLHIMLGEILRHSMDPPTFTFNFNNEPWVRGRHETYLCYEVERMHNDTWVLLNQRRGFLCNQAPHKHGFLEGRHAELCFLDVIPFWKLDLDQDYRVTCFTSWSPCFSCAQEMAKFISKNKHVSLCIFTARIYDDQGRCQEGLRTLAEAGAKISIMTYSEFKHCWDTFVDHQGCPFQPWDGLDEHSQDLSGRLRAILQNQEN
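HeLa cells stably expressing Vif and C-terminally eYFP-tagged A3G, seeded overnight at 37 deg C, then exposed to compound by pintool overnight at 37 deg C. Rise in yellow fluorescence (Ex 488/Em 500-530, Acumen) marks blocked Vif-driven A3G degradation.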
D1 ag – Allosteric Agonists of the Human D1 Dopamine Receptor: qHTS | HEK293 T-REx D1 cells, calcium flux, agonist mode | activation, % at 2 µM | hit rate 1% among 360,000 | AID 504660, 2011; in the data active means activation above about 30%; further: 0% is about no effect
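Inducible HEK293 T-REx D1 cells, force-coupled to calcium signalling, were plated at 4000 cells/well with tetracycline and held overnight at 30 C. After no-wash calcium dye loading, compound-evoked calcium rise over 180 s flagged agonists.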
* hit, by the source's call; ? = inconclusive; · = not tested or not shown; & = joins results of further samples; ! = a repeat was not active. Unless noted, the call rests on the fitted dose curve; in most records, active means well fitted curve in the direction sought with a large enough effect; inconclusive means small, poorly fitted or top-dose-only effect, or another doubt; inactive means no such curve, though single readings can be large; an effect the other way counts as inactive or inconclusive. This is a subset; count on the stated rates, not on these rows.

SMILES	Vif-APOBEC3F blk	RXFP1 antag	D2 PAM	D1 antag	Glioma ERSR ind	D1 PAM	RXFP1 ag	Vif-A3G inh	D1 ag
O=C(CCSc1nnc(-c2ccncc2)o1)Nc1cccc2ccccc12	1%	-4	6	-1	1%	-5	-3.8%	3%	-1
COc1cc(/C=N/NC(=O)c2cnccn2)cc(OC)c1OC	-23%	-1	·	-2	-2%	-8	0.8%	-2%	1
Cc1nn(C)cc1/C=C1\CCC/C(=C\c2cn(C)nc2C)C1=O	4%	-2	4	1	-3%	-3	0.7%	-4%	1
CC(=O)c1ccc(N2CCN(C(=O)Cc3n[nH]c(=O)c4ccccc34)CC2)cc1	-2%	-24	8	-7	-4%	10	1.6%	-1%	-2
Cn1c(SCC(=O)Nc2ccc3nc(SCC(=O)NC4CC4)sc3c2)nnc1-c1ccccc1	-8%	-4	-8	-3	-4%	-6	0.1%	-3%	1
CCOC(=O)c1noc(C)c1C(=O)Nc1nc(C)cc(C)n1	8%	1	-1	-5	-2%	4	2.0%	0%	0
CC(=O)C1=C(C)N(CC2CC2)C(=O)N[C@H]1c1cccs1	1%	·	3	-15	-1%	-3	0.1%	0%	-4
COc1ccc(C(=O)N2CCN(CCc3ccccn3)CC2)cc1	6%&1%	1&-4	-3&-4	-46*!	-2%&1%	6&-2	-2.1%&2.2%	0%&-1%	50*!
CS(=O)(=O)N(CC(=O)N1CCN(c2ccccc2)CC1)c1ccccc1Cl	0%	-27	·	·	-4%	·	·	2%	·
CCOC(=O)c1ccc(NC(=O)c2ccc[n+]([O-])c2)cc1	2%	1	14	-17	-2%	-4	6.0%	1%	3
Cc1cc(C)c(NC(=O)CSc2nccn2C)c(C)c1	-8%	-11	7	-9	-2%	3	2.3%	2%	2
Cc1cc(Cl)ccc1OCC(=O)NC(=S)Nc1ccc(Cl)cn1	-5%	6	7	-13	5%	-1	2.7%	-3%	5
COc1cccc(/C=N/NC(=O)c2ccoc2C)c1O	3%	-16	7	-2	-9%	-3	0.2%	2%	1
Cc1ccc(S(=O)(=O)CC(=O)c2ccc(C(C)(C)C)cc2)cc1	·	-13	4	13	2%	3	0.9%	-1%	4
O=C(Nc1nccs1)C1C2/C=C\CCCCC21 (configuration not stated)	-10%	-2	2	1	1%	-5	-0.2%	-4%	5
Cn1c(=O)c2c(nc(Cl)n2CC(=O)N2CCCCC2)n(C)c1=O	4%	-19	22	-7	-3%	4	5.6%	5%	4
COc1ccc(-c2cc(C)no2)cc1S(=O)(=O)Nc1ccccc1	?	4	16	2	0%	1	-1.5%	-23%	2
O=C(CSc1nnnn1C1CCCCC1)Nc1nc2c(s1)CCCC2	1%	·	-5	-5	3%	-4	-3.5%	1%	1
Cc1cc(CNC(=O)CC2C(=O)NCCN2Cc2ccccc2)nn1C (configuration not stated)	4%	28	-5	0	-3%	0	1.7%	0%	1
C#Cc1cccc(C(=O)N2CCCC(C(=O)c3ccc(OC)cc3C)C2)c1 (configuration not stated)	0%	-5	-4	-3	-1%	-3	2.7%	0%	0
Cc1cccc(OCC(=O)N2CCc3ccccc3C2)c1C	2%	-8	·	·	7%	·	·	-1%	·
CC(=O)NCc1ccc(-c2csc(N)n2)s1	-9%	-10	4	4	-5%	6	-1.1%	0%	0
COc1cccc(/C(O)=C2/C(=O)C(=O)N(CCN(C)C)C2c2ccc(Br)cc2)c1 (configuration not stated)	-5%	8	-9	0	-5%	1	1.5%	1%	0
CCC(C)N1CCCCC1C(=O)Nc1c(C)cc(C)cc1C (configuration not stated)	4%	-20	-5	1	-2%	1	-5.0%	1%	1
CCCCCn1c(=O)[nH]c2cc(C(=O)N3CCN(c4cc(Cl)ccc4C)CC3)ccc2c1=O	-5%	·	-6	3	-2%	0	0.1%	3%	2
C=C(C)CNC(=O)c1ccc2nc(Cc3ccc(OC)cc3)oc2c1	-1%	-8	5	9	-5%	-4	-0.1%	-9%	4
CCN(CC)CCNC(=O)c1nn(-c2ccc(OC)c(Cl)c2)c(=O)c2c1c1ccccc1n2C	2%	-16	-3	-2	-2%	-3	3.4%	1%	-1
CCC(=O)Nc1cc2nn(-c3ccc(C)cc3)nc2cc1C	-7%&1%	-6&4	-3&0	8&0	-7%&-5%	-2&3	-0.4%&2.0%	-8%&-6%	5&-2
CC(NC(=S)N1CCN(c2ccccc2)CC1)c1ccccc1 (configuration not stated)	3%	7	-4	8	-1%	-3	0.0%	-7%	9
CCCCCCSc1ccc([C@H]2N[C@@](Cc3ccccc3)(C(=O)OC)[C@H]3C(=O)N(C)C(=O)[C@@H]23)cc1	-4%	·	10	7	-1%	-5	-1.0%	-3%	22
O=C(CSc1ccc(-c2ccco2)nn1)NCCc1ccccc1	-3%	-7	-3	17	-1%	1	7.1%	-1%	-2
Cc1cccc(NCc2cc(Cl)cc(Cl)c2O)n1	-6%	-27	15	-15	-2%	-7	0.8%	-9%	5
C/C=C/c1ccc(OCC(=O)Nc2cc(C(F)(F)F)ccc2N2CCOCC2)c(OC)c1	-7%	-11	·	-17	0%	-4	6.4%	3%	3
Cc1ccc2nc(-c3ccc(NC(=O)CN(C)S(=O)(=O)c4ccccc4)cc3)sc2c1	·	·	5	2	·	-3	10%	·	0
Cc1nn(-c2ccccc2)c(C)c1/C=N/n1c(-c2ccccc2Br)n[nH]c1=S	7%	-16	-3	-2	-1%	-12	2.5%	-3%	4
COc1cccc(-n2c(SC)nnc2-c2c[nH]c3ccccc23)c1	0%	-10	-8	-3	-3%	0	-1.1%	0%	0

Part of the list above, in markdown:
| SMILES | Vif-APOBEC3F blk | RXFP1 antag | D2 PAM | D1 antag | Glioma ERSR ind | D1 PAM | RXFP1 ag | Vif-A3G inh | D1 ag |
| --- | --- | --- | --- | --- | --- | --- | --- | --- | --- |
| CCN(CC)CCNC(=O)c1nn(-c2ccc(OC)c(Cl)c2)c(=O)c2c1c1ccccc1n2C | 2% | -16 | -3 | -2 | -2% | -3 | 3.4% | 1% | -1 |
| CCC(=O)Nc1cc2nn(-c3ccc(C)cc3)nc2cc1C | -7%&1% | -6&4 | -3&0 | 8&0 | -7%&-5% | -2&3 | -0.4%&2.0% | -8%&-6% | 5&-2 |
| CC(NC(=S)N1CCN(c2ccccc2)CC1)c1ccccc1 (configuration not stated) | 3% | 7 | -4 | 8 | -1% | -3 | 0.0% | -7% | 9 |
| CCCCCCSc1ccc([C@H]2N[C@@](Cc3ccccc3)(C(=O)OC)[C@H]3C(=O)N(C)C(=O)[C@@H]23)cc1 | -4% | · | 10 | 7 | -1% | -5 | -1.0% | -3% | 22 |
| O=C(CSc1ccc(-c2ccco2)nn1)NCCc1ccccc1 | -3% | -7 | -3 | 17 | -1% | 1 | 7.1% | -1% | -2 |
| Cc1cccc(NCc2cc(Cl)cc(Cl)c2O)n1 | -6% | -27 | 15 | -15 | -2% | -7 | 0.8% | -9% | 5 |
| C/C=C/c1ccc(OCC(=O)Nc2cc(C(F)(F)F)ccc2N2CCOCC2)c(OC)c1 | -7% | -11 | · | -17 | 0% | -4 | 6.4% | 3% | 3 |
| Cc1ccc2nc(-c3ccc(NC(=O)CN(C)S(=O)(=O)c4ccccc4)cc3)sc2c1 | · | · | 5 | 2 | · | -3 | 10% | · | 0 |
| Cc1nn(-c2ccccc2)c(C)c1/C=N/n1c(-c2ccccc2Br)n[nH]c1=S | 7% | -16 | -3 | -2 | -1% | -12 | 2.5% | -3% | 4 |
| COc1cccc(-n2c(SC)nnc2-c2c[nH]c3ccccc23)c1 | 0% | -10 | -8 | -3 | -3% | 0 | -1.1% | 0% | 0 |

Going on with the list.
SMILES	Vif-APOBEC3F blk	RXFP1 antag	D2 PAM	D1 antag	Glioma ERSR ind	D1 PAM	RXFP1 ag	Vif-A3G inh	D1 ag
Cc1ccnc(N2C(=O)C3C4CC(C(Br)C4Br)C3C2=O)c1 (configuration not stated)	-1%	3	·	·	-4%	·	-0.5%	-2%	·
O=C(CSc1ccccc1)NCC1(N2CCOCC2)CCCCC1	6%	-18	-10	2	-5%	-2	1.5%	0%	-2
Cc1ccc(CN(CC(=O)N/N=C/c2ccco2)S(=O)(=O)c2ccc(C)cc2)cc1	2%	-27	6	5	-6%	-3	6.2%	-6%	4
CCOC(=O)CSc1nc2c(c(=O)[nH]c(=O)n2C)n1Cc1ccccc1	1%	7	-1	3	8%	-1	2.6%	-3%	1
Cc1scc(C(=O)NNC(=S)NC(C)c2ccccc2)c1C (configuration not stated)	-4%	-12	14	-1	-3%	-5	2.4%	-3%	8
O=S(=O)(NCC1COc2ccccc2O1)c1ccc2ccccc2c1 (configuration not stated)	-13%	5	-2	-28	-2%	4	-2.1%	0%	6
COc1ccc(NC(=O)CSc2nccn2Cc2ccccc2)cc1	-18%	-7	23	8	-1%	-1	-0.8%	-10%	8
COc1ccc(C2C(C(C)=O)=C(C)Nc3ncnn32)cc1[N+](=O)[O-] (configuration not stated)	-6%	-2	-3	5	-3%	-6	-2.0%	0%	3
COCCNC(=O)C(c1ccc(OC)cc1)N(Cc1ccco1)C(=O)CCC(=O)Nc1ccccn1 (configuration not stated)	-18%	2	3	7	-5%	·	-1.8%	3%	5
COc1cccc(/C=C/C(=O)OCC(=O)Nc2cc(C(F)(F)F)ccc2Cl)c1	-20%	-7	-7	26	-6%	-1	0.9%	4%	26
C=CCn1c(CCn2c3ccccc3c3ccccc32)n[nH]c1=S	-1%	?	-3	-4	-3%	-3	-0.1%	1%	-1
NS(=O)(=O)c1cccc(NC(=O)CN2CCc3ccccc32)c1	-15%	-1	-4	-18	1%	3	1.9%	1%	2
Cn1c(=O)c2c(SCC(=O)NCc3ccco3)nc(CC(C)(C)C)nc2n(C)c1=O	-4%	-7	-18	8	1%	-2	3.5%	-27%	-1
CCOc1ccc(Cc2nnc(SCC(=O)Nc3ccc(OC)cc3)n(N)c2=O)cc1	-1%	-28	-5	-6	-3%	-5	0.6%	0%	0

Source: PubChem BioAssay
